High-throughput results deposited in PubChem BioAssay by National Center for Advancing Translational Sciences (NCATS).
TRHR ag: qHTS for Small Molecule Agonists and Allosteric Enhancers of Human TRH Receptor: Primary Screen for Agonists | TRHR cells, calcium flux fluo-8, FDSS agonist mode | activation, % at 2 µM | 360,000 tested, 0.18% active; in the data active = activation above about 30%; note: 0% is about no effect
Target sequence (P34981 whole entry, looked up): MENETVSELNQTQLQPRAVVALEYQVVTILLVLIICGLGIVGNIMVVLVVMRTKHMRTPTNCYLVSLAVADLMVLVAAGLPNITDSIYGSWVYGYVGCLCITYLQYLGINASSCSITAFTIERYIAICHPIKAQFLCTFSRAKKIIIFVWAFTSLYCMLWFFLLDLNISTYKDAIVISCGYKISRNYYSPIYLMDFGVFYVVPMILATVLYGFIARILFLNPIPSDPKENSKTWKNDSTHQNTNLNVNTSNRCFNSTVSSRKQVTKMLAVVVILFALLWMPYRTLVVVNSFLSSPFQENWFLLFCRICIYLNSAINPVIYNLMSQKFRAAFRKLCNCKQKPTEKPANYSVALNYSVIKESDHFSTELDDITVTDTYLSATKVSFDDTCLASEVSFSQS
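Steps: seed TRHR cells overnight; add fluo-8 no-wash Ca dye, RT 30 min–1.5 h; record 10 s baseline; pin-transfer compounds; monitor fluorescence 1 cycle/s for the agonist window. Calcium increases flag candidate agonists.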
TRHR PAM: qHTS for Small Molecule Agonists and Allosteric Enhancers of Human TRH Receptor: Primary Screen for Enhancers; 360,000 tested, 0.66% active; Thyrotropin-releasing hormone receptor (Homo sapiens), P34981; AID 493056, 2011; TRHR cells, fluo-8 calcium fluorescence, EC20 TRH enhancement; enhancement, % at 2 µM; in the data active = enhancement above about 30%; note: 0% is about no effect
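TRHR-expressing cells loaded with fluo-8 calcium dye were read kinetically (ex 480/em 530) during compound addition, then stimulated with an EC20 of TRH (10 nM final). Enhancement of the Gq-mediated intracellular calcium response was scored.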
D1 agonist: Allosteric Agonists of the Human D1 Dopamine Receptor: qHTS; activation, % at 2 µM; 360,000 tested, 1% active; HEK293 T-REx D1 cells, calcium flux, agonist mode; D(1A) dopamine receptor (Homo sapiens), P21728; AID 504660, 2011; in the data active = activation above about 30%; note: 0% is about no effect
Target sequence (P21728 whole entry, looked up): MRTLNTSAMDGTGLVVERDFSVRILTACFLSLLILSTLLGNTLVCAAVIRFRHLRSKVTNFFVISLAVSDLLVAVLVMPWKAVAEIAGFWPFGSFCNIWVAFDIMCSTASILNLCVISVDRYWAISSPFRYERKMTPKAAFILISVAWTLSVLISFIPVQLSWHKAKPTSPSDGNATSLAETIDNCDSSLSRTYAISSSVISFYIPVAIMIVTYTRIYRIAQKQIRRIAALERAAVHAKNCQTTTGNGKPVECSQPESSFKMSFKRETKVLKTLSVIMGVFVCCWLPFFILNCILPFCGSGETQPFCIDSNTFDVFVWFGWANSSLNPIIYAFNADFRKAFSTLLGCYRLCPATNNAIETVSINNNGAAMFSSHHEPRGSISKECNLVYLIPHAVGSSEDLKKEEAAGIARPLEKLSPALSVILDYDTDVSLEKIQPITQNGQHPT
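Tetracycline-induced HEK293 TREx D1 cells, force-coupled to calcium signalling, were dye-loaded with a no-wash calcium kit. Compound was pin-added after a 10 s baseline. Fluorescence was read kinetically at 1 cycle/s for 180 s, with calcium rises flagged as agonism.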
RXFP1 agonist: qHTS Assay for Agonists of the Relaxin Receptor RXFP1; Relaxin receptor 1 (Homo sapiens), Q9HBX9; HEK293T-RXFP1 cAMP TR-FRET, 30 min; response scale: percent of porcine relaxin response, buffer zero; Potency, µM (doses to about 57.5 µM), for inactives: at the top dose activation, actives largely listed as activators; 370,000 tested, 0.3% active; note: potency is the fitted concentration of half-maximal effect; % is set by controls: 0 for no effect and ±100 for the full control effect; nearly all actives have a fitted effect of over 60% in size; many of its hits are not listed in these tables
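HEK293 cells stably expressing RXFP1, treated 30 min at 37C with compounds plus PDE4 inhibitor Ro 20174; cAMP measured by HTRF TR-FRET. Normalized to buffer and 29 nM porcine relaxin; EC50 by Hill fit.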
Apoferritin bind: qHTS Assay for Identification of Novel General Anesthetics. Ferritin light chain (Equus caballus), P02791. Potency, µM (doses to about 77.5 µM), inactives show at the highest dose activity change, negative = displacement, hits mostly inhibitors. 350,000 tested, 0.074% active. apoferritin/1-aminoanthracene competitive binding, fluorescence; note: potency is the fitted concentration of half-maximal effect; % is set by controls: 0 for no effect and ±100 for the full control effect; nearly all actives have a fitted effect of over 20% in size
Target sequence (P02791 2-175 limits assumed): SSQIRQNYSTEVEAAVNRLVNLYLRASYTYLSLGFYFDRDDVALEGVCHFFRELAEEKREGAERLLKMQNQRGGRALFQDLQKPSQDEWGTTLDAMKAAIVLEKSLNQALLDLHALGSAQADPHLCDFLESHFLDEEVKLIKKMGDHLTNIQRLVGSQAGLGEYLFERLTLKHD
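10 uM apoferritin + 50% sat. 1-AMA, PBS; cpd 10 min RT; Ex380/Em535 endpoint; normalized to free probe vs complex; 4-param Hill fit; propofol titration as pos. ctrl.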
D2 PAM: HTS Assay for Positive Allosteric Modulators of the Human D2 Dopamine Receptor: Primary Screen for Potentiators; potentiation, % at 10 µM; HEK293 T-REx D2, calcium flux, EC20 dopamine potentiation; D(2) dopamine receptor (Homo sapiens), P14416; AID 485347, 2010; 340,000 tested, 0.34% active;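 active = potentiation over 3 SD above the plate norm, cut at about 30% in these data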; note: 0% is about no effect
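Cells plated with tetracycline inducer and held overnight at 30 C; calcium dye loaded 30–90 min at room temperature; baseline taken, compound added and read 180 s; EC20 dopamine then added and read 180 s.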
D1 potentiator: Potentiators of Human D1 Dopamine Receptor: qHTS. potentiation, % at 10 µM. 360,000 tested, 0.036% active. HEK293 TREx D1 cells, calcium flux, dopamine EC20 potentiation. AID 504651, 2011; in the data active = potentiation above about 30%; note: 0% is about no effect
D1 antag: Antagonist of Human D 1 Dopamine Receptor: qHTS; activity change, negative = inhibition, % at 10 µM; HEK293 TREx D1 cells, calcium flux, dopamine EC80; stronger effect = lower value; 360,000 tested, 3.2% active; in the data active = activity change below about -30%; note: % is set by controls: 0 for no effect and ±100 for the full control effect
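Compound effects on dopamine-evoked calcium signalling were measured in tetracycline-induced HEK293 Trex D1 cells. Dopamine at EC80 followed a 180 s compound pre-read, and fluorescence was tracked kinetically for 180 s more.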
RXFP1 antag: qHTS Assay for Antagonists of the Relaxin Receptor RXFP1. Relaxin receptor 1 (Homo sapiens), Q9HBX9. HEK293-RXFP1, relaxin-stimulated cAMP HTRF, 30 min; stronger effect = lower value. activity change, negative = inhibition, % at 57.5 µM. 350,000 tested, 0.59% active;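 active = activity change of -60% or lower, but not beyond a set lower limit; inconclusive = change between -60% and -40%, or beyond the set limit; inactive = change above -40%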; note: % is set by controls: 0 for no effect and ±100 for the full control effect
Active calls of the source: *; ? = inconclusive; · = not tested or not shown; [ ] = another dose, or the depositor's remark. Unless noted, calls come from the whole dose curve; as a rule, active = well fitted curve in the direction sought with a large enough effect; inconclusive = small, poorly fitted or top-dose-only effect, or another doubt; inactive = no such curve, though single readings can be large; an effect the other way counts as inactive or inconclusive. An excerpt, so the mix of outcomes need not match the whole.

SMILES	TRHR ag	TRHR PAM	D1 agonist	RXFP1 agonist	Apoferritin bind	D2 PAM	D1 potentiator	D1 antag	RXFP1 antag
CN(C)CC1CCCCC1OC(=O)c1ccc(Br)cc1 (stereo unspecified)	0.7	7	7	0.2%	-5%	1	-4	-27	5
O=C(CN1CCN(c2ccc(O)cc2)CC1)Nc1ccc2c(c1)OCCO2	-0.5	-3	1	-1.5%	-14%	-9	-10	2	5
O=C(N/N=C/C=N/NC(=O)c1ccco1)c1ccco1	-0.1	-1	0	0.4%	?	-1	-2	5	1
CCCCCCCC[n+]1cccc2c3ccccc3ccc21	0.7	-3	0	4.6%	56%[activator]	·	-1	7	-25
Nc1nc(SCC(=O)N2CCCc3ccccc32)n(-c2ccccc2)n1	-0.2	3	2	0.6%	-20%	4	·	25	·
Cc1csc(=S)n1-c1ccccc1	-0.7	-2	2	-0.2%	-12%	-8	0	2	-3
CCOC(=O)c1ccc(NS(=O)(=O)c2cn(C)c(C)n2)cc1	0.3	6	0	-1.5%	2%	-4	-1	-6	·
CCCCNC(=O)CCC(=O)Nc1ccc2nc(N3CCCCC3)cc(C)c2c1	0.3	3	-2	1.7%	5%	4	-6	-11	16
Nc1c(C(=O)Nc2cccc(F)c2)c2ccccn2c1C(=O)c1ccccc1	-1.6	0	2	1.7%	-7%	-1	-3	0	-4
CNC(=O)NC(=O)C(C)N1CCN(C/C=C/c2ccccc2)CC1 (stereo unspecified)	0.0	-2	3	0.6%	-5%	-30	-2	-6	-28
C=CCn1c(SCCN2CCOCC2)nc2c1c(=O)[nH]c(=O)n2C	0.3	-1	3	2.6%	6%	3	12	12	7
CCOc1ccc(N2CC(C(=O)N3CCc4ccccc4C3)CC2=O)cc1 (stereo unspecified)	-0.6	1	0	2.4%	-17%	-5	1	0	-2
COc1ccccc1-c1cc(C(=O)Nc2cc(Cl)ccc2O)no1	0.8	3	1	-0.1%	-5%	2	0	-12	-11
CC(C)(C)SCCNC(=O)CN1C(=O)c2cccc3cccc1c23	0.7	16	0	13%	-15%	-2	-2	6	9
OCCN(CC#CC(O)(c1ccccc1)C1CCCCC1)CCO (stereo unspecified)	-0.1	-3	4	-0.3%	-3%	-6	4	16	-5
O=C(CCN1C(=O)c2ccccc2Sc2ncccc21)Nc1ccc(F)cc1F	-0.1	2	-1	-1.1%	13%	5	-2	0	4
OCc1c[nH]c2ccccc12	0.7	10	-1	-1.6%	-9%	-5	-6	-9	-37
CN(C(=O)COC(=O)C1CCN(S(=O)(=O)c2ccc3c(c2)OCCO3)CC1)C1CCCCC1	-0.3	5	8	0.6%	·	19	-5	0	-4
CCCN(CC1CC1)C(=O)COC(=O)c1oc2c(F)cccc2c1C	1.0	3	7	0.0%	·	-18	-3	-5	6
Cc1c(NS(=O)(=O)c2cc(NC(=O)CCN3CCCC(C)C3)ccc2Cl)c(=O)n(-c2ccccc2)n1C (stereo unspecified)	0.1	5	2	2.2%	-10%	-8	-3	2	-13
Cc1ccccc1Nc1sc(C(=O)c2ccccc2)c(N)c1C(=O)NCc1ccc(Cl)cc1	0.6	-5	4	-0.6%	-10%	-2	-2	14	-13
COc1cccc(CNC(=O)CC(NC(C)=O)c2ccccc2)c1 (stereo unspecified)	-0.1	0	3	3.7%	-1%	1	-1	1	-6
Cn1c(-c2ccccn2)[n+](C)c2ccccc21	0.2	0	2	-0.2%	-6%	·	-1	15	-10
COc1ccccc1-c1ccc(SCc2cccc(C)c2)nn1	0.0	0	9	0.4%	?	13	0	-6	-20
Cc1ccc(C(=O)N2CCN(c3ccc(NC(=S)NC(=O)Cc4ccccc4)cc3)CC2)cc1	0.2	-1	5	-0.6%	10%	7	-3	-3	14
COc1cc(-c2nc3nc[nH]n3c2Nc2ccc(C(C)C)cc2)ccc1O	0.0	-1	9	-0.1%	-11%	-1	0	0	-16
O=C(O)c1ccc(Cn2cnc3scc(-c4ccccc4)c3c2=O)cc1	-0.1	-5	2	4.5%	-4%	2	1	0	-2
CC(C)c1ccc(NC(=O)CN(C)S(=O)(=O)c2ccc3c(c2)c(=O)n(C)c(=O)n3C)cc1	-0.2	5	-1	20%	?	-1	6	3	·
CCOC(=O)CSC1=C(C#N)C(c2ccc(OC)cc2)C2=C(CC(C)(C)CC2=O)N1 (stereo unspecified)	-0.8	3	1	3.0%	-23%	-1	1	-11	8
Cc1c(C(=O)N2CCCCC2CCN2CCCC2=O)oc2c(F)cccc12 (stereo unspecified)	0.2	1	1	-3.3%	-7%	5	2	7	5
CCOCCCNC(=O)/C=C1\Sc2ccccc2N(Cc2ccccc2F)C1=O	0.2	-21	0	-1.2%	-2%	·	1	4	-2
CCCn1c(C(Cc2ccccc2)NC(=O)COC)nc2ccccc21 (stereo unspecified)	-0.1	6	-1	1.3%	-2%	9	0	12	-3
COc1cccc(-c2cc(C(=O)N3N=C(C)CC3(O)C(F)F)c3ccccc3n2)c1 (stereo unspecified)	-0.5	2	2	2.2%	?	·	-2	9	-5
CC(C)NC(=O)c1onc(CSc2cccc(Cl)c2)c1C(=O)O	-0.2	1	-1	0.4%	-13%	12	-2	47	·
CC(=O)N/C(=N\c1nc(C)cc(C)n1)Nc1ccc2ccccc2c1	-0.4	-1	6	0.7%	-7%	-1	2	-23	-11
O=c1[nH]c2c(c3c1CCCC3)CCCC2	-0.8	7	1	-0.9%	0%	15	-1	-11	-6
Cc1cc(C(=O)CSc2nc3ccc(Cl)cc3[nH]2)c(C)n1C	0.9	2	2	1.6%	-23%	13	-6	-7	-25
CCOc1ccc(NC(=O)CCc2c(C)nc3cc(-c4ccccc4OC)nn3c2C)cc1	-0.1	7	1	0.0%	-22%	-1	-1	10	·
O=C(NC(=S)Nc1ccc(CN2CCOCC2)cc1)c1ccc(-c2cccc(Cl)c2)o1	1.2	0	2	-0.4%	3%	-3	-1	-11	-3
COc1ccc(C(=O)Nc2ccccc2)cc1S(=O)(=O)Nc1cc(C)on1	0.7	8	10	-0.1%	2%	15	6	10	-10
O=C(N/N=C/c1coc2ccccc2c1=O)c1ccccc1	-0.1	-1	1	0.1%	?	-2	-7	-44*	4
C=CCN1C(=O)C(CC(=O)NCC)SC1=Nc1cc(Cl)ccc1Cl (stereo unspecified)	-0.5	-5	9	0.8%	-14%	-1	-1	6	4
Cc1ccc(C2(c3ccc(C)cc3)NC(=O)N(Cc3c(C)noc3C)C2=O)cc1	0.7	6	2	0.3%	-3%	14	-9	-4	-8
CCCNC(=O)Cn1nc(C)c2c(C)n(-c3ccccc3)nc2c1=O	0.1	3	2	1.7%	1%	14	-5	2	2
Cc1ccccc1S(=O)(=O)Cc1ccc(C(=O)NCCCN2CCCC(C)C2)o1 (stereo unspecified)	-0.8	3	6	-1.5%	-8%	-6	-1	-3	3
CN1/C(=C/C(=S)NC(=O)C2(C)CC2(Cl)Cl)C(C)(C)c2ccccc21 (stereo unspecified)	0.7	-2	0	1.8%	?	-7	-5	·	-37
Cc1cc(Sc2nc(NC(C)C)nc(NC(C)C)n2)nc(Cl)n1	-0.2	-5	5	-1.8%	-10%	2	-2	4	-1
COC(=O)c1cnn(-c2ccc(Cl)cc2)c1/C=N/NC(N)=S	-0.4	1	0	0.1%	-2%	7	5	12	-17
FC(F)(F)c1cc(-c2ccccc2)nc(NC2CCCC2)n1	0.5	12	6	-0.1%	-16%	-10	0	12	-24
Cc1ccc(N(Cc2cc3ccccc3[nH]c2=O)C(=O)c2cccs2)cc1	-0.5	-1	1	-1.3%	6%	-1	-1	-16	-2
CCOc1ccccc1N1CC(C(=O)Nc2cc(Cl)ccc2-n2cncn2)CC1=O (stereo unspecified)	-0.3	-8	0	1.8%	·	-1	4	-11	-2
Oc1ccc(C2=NNC(=NCc3ccc4c(c3)OCO4)SC2)c(O)c1	0.3	-3	12	1.6%	-6%	11	-8	19	6
CC1(C)CC2CC(C)(CN2CC(=O)C(C#N)c2ccccc2)C1 (stereo unspecified)	-0.1	-1	2	-1.4%	-16%	-2	-4	24	-15
COc1ccc(OC)c(C(=O)c2ccc(C(=O)c3cc(OC)ccc3OC)cc2)c1	1.8	-2	0	13%	-10%	0	-5	-10	-18
COc1ccccc1N(CC(=O)N1CCc2ccccc2C1)S(C)(=O)=O	0.4	7	0	0.0%	-5%	·	4	-13	13
Cn1ncc(Br)c1C(=O)N1CCCC1	0.3	2	3	-5.4%	-3%	9	3	24	-9
CCC(=O)Nc1nc(CC(=O)Nc2ccccc2)cs1	-0.3	-2	0	-0.5%	-5%	-8	2	2	12
CCOC(=O)c1cn(-c2c(C)n(C)n(-c3ccccc3)c2=O)c2c(F)c(F)c(F)cc2c1=O	-0.5	-7	2	3.3%	-6%	-5	-8	-7	-7
O=C(CSc1nc2ccsc2c(=O)n1Cc1ccc(F)cc1)NCc1ccc(Cl)cc1	0.5	-2	4	?	-10%	-6	-1	13	·

Part of the list above in order of SMILES length, low to high:
SMILES	TRHR ag	TRHR PAM	D1 agonist	RXFP1 agonist	Apoferritin bind	D2 PAM	D1 potentiator	D1 antag	RXFP1 antag
CCC(=O)Nc1nc(CC(=O)Nc2ccccc2)cs1	-0.3	-2	0	-0.5%	-5%	-8	2	2	12
FC(F)(F)c1cc(-c2ccccc2)nc(NC2CCCC2)n1	0.5	12	6	-0.1%	-16%	-10	0	12	-24
Cc1cc(Sc2nc(NC(C)C)nc(NC(C)C)n2)nc(Cl)n1	-0.2	-5	5	-1.8%	-10%	2	-2	4	-1
COc1ccccc1N(CC(=O)N1CCc2ccccc2C1)S(C)(=O)=O	0.4	7	0	0.0%	-5%	·	4	-13	13
O=C(CSc1nc2ccsc2c(=O)n1Cc1ccc(F)cc1)NCc1ccc(Cl)cc1	0.5	-2	4	?	-10%	-6	-1	13	·
